HttQ103 aggreg = qHTS Multiplex Assay to Identify Dual Action Probes in a Cell Model of Huntington: Aggregate Formation (GFP); Potency, µM (series often up to 46.1 µM), inactives show at the top dose activity change, negative = inhibition, hits mostly inhibitors; PC12 HttQ103-GFP aggregates, Acumen cytometry, 40 h; actives 1.1% (n = 220,000); note: % is set by controls: 0 for no effect and ±100 for the full control effect; nearly all actives have a fitted effect of over 60% in size
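Compounds (qHTS titration) were added to PC12 cells expressing an ecdysone-driven HTT exon 1 Q103–GFP fusion after induction with 100 nM tebufenozide. Aggregate formation was measured as GFP objects in cell lysates.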
GAA spleen mod = qHTS Assay for Inhibitors and Activators of Human alpha-Glucosidase From Spleen Homogenate; actives 0.006% (n = 240,000); Potency, µM (highest dose often 79.9 µM), for the others: at the highest dose activity change, negative = inhibition, actives largely listed as inhibitors; human spleen homogenate, 4-MU-alpha-glucoside fluorescence; AID 2112, 2009; Lysosomal alpha-glucosidase (Homo sapiens), P10253;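 note: 0% = enzyme with vehicle and -100% = no enzyme basal signal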
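AC50 values come from Hill-equation fits of concentration-response data, normalized to no-enzyme and full-activity controls. Enzyme source: 1 ug human spleen homogenate; 1 mM fluorogenic 4-MU glucoside, pH 5.0 citrate buffer, 37 C, 40 min.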
RGS12 GoLoco inh = qHTS Assay for Inhibitors of RGS12 GoLoco Motif Activity (Red Fluorophore); Guanine nucleotide-binding protein G(i) subunit alpha-1 (Homo sapiens), P63096; Gai1:RGS12 GoLoco peptide FP, rhodamine, 10 min; Potency, µM (series often up to 61.6 µM), without a hit: at the top dose activity, negative = inhibition, usual class: inhibitors; actives 0.44% (n = 230,000); AID 880, 2007; active = well fitted inhibition curve with a large enough effect, not every such curve was filed as active; inactive = no such curve, though single readings can be large or run the other way; note: % is set by controls: 0 for no effect and ±100 for the full control effect; nearly all actives have a fitted effect of over 30% in size; many of its hits are not listed in these tables
Target sequence (P63096 whole entry, looked up): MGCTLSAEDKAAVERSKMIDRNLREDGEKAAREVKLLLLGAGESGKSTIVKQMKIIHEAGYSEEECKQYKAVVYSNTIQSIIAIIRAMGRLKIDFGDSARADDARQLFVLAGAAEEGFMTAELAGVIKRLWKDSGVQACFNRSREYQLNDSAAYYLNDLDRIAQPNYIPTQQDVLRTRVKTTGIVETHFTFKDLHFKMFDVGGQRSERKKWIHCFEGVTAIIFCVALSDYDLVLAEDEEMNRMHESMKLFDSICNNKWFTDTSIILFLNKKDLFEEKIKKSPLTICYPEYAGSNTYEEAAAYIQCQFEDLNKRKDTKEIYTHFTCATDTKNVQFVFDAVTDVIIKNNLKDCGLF
IMPase Li inh = qHTS Assay for Identifying the Cell-Membrane Permeable IMPase Inhibitors: Potentiation with Lithium; CHO-M1 cells, IP1 TR-FRET (IP-One), carbachol + lithium; Potency, µM (doses to about 59.4 µM), inactives show at the top dose activity, negative = IMPase inhibition, most hits filed as inhibitors; actives 0.35% (n = 210,000);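 note: IP1 builds up when IMPase is blocked and the TR-FRET signal falls; plate controls were basal vehicle for no effect and high inhibitor control for full effect; nearly all actives have a fitted effect of over 50% in size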
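Readout is a homogeneous TR-FRET IP1 immunoassay (Ex 320, Em 665 and 620), where raised cytosolic IP1 lowers signal. Cells were CHO-M1 treated 30 min at 37C with test compounds plus a little lithium; AC50 values came from Hill-equation fitting.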
HTT ATP protect = qHTS Multiplex Assay to Identify Dual Action Probes in a Cell Model of Huntington: Cytoprotection (ATP); PC12 HTT-Q103 induced, cytoprotection, ATP luminescence, 40 h; Potency, µM (highest dose often 56.4 µM), without a hit: cytoprotection (ATP increase), actives largely listed as activators; actives 0.14% (n = 230,000); AID 1471, 2008;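 note: % of control where 0% means no effect; nearly all actives have a fitted effect of over 45% in size; toxic huntingtin expression switched on by the ecdysone agonist tebufenozide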
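Readout: ATPlite luminescence (ATP level). Model: stable PC12, inducible Htt exon1 Q103-GFP. Inducer: tebufenozide, 100 nM final. Compounds: dose series. No G418 in medium.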
GAA inhib = qHTS Assay for Inhibitors of Human alpha-Glucosidase as a Potential Chaperone Treatment of Pompe Disease; actives 0.005% (n = 200,000); purified human GAA, 4-MU-alpha-glucoside fluorescence; AID 1466, 2008; Potency, µM (series often up to 76.9 µM), for the others: at the highest dose activity change, negative = inhibition, most hits filed as inhibitors;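 note: plate controls were uninhibited enzyme wells for no effect and no-enzyme background for full effect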
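Fluorescence at Ex 365/Em 440 nm from 4-methylumbelliferone reported enzyme activity after 20 min at room temperature. Reactions used 4 nM enzyme and 400 uM substrate at pH 5.0; curves fitted with the Hill equation.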
GAA glycogen mod = qHTS Assay for Inhibitors and Activators of Human alpha-Glucosidase Cleavage of Glycogen; Lysosomal alpha-glucosidase (Homo sapiens), P10253; recombinant GAA, glycogen substrate, Amplex Red glucose oxidase fluorescence; Potency, µM (highest dose often 76.4 µM), for the others: at the top dose activity change, negative = inhibition, actives largely listed as inhibitors; actives 0.38% (n = 300,000);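 note: 0% = full enzyme reaction and -100% = no-enzyme basal signal; the screen sought inhibitors and activators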
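Natural-substrate format: glycogen cleavage by 4 nM human enzyme, glucose read by Amplex Red coupling (Ex 573, Em 610 nm). Normalized to enzyme and no-enzyme controls.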
* = called active by the depositor; ? = inconclusive; nt = not tested or not shown; & = joins results of further samples; [ ] = remark or other dose. Unless noted, calls come from the whole dose curve; as a rule, active = well fitted curve in the direction sought with a large enough effect; inconclusive = small, poorly fitted or top-dose-only effect, or another doubt; inactive = no such curve, though single readings can be large; an effect the other way counts as inactive or inconclusive. Potency is the fitted concentration of half-maximal effect. An excerpt, so the mix of outcomes need not match the whole.

Molecule,HttQ103 aggreg,GAA spleen mod,RGS12 GoLoco inh,IMPase Li inh,HTT ATP protect,GAA inhib,GAA glycogen mod
O=C(CSC1=NCCN1)Nc1ccccc1[N+](=O)[O-],-8%,2%,-9%,9%,-23%,3%,0%
CC(=O)Nc1sc(-c2ccccc2)nc1-c1ccccc1,-17%,-9%,4%,-1%,-22%,0%,4%
CCN(CC)c1ccc(C(=O)OCc2cc(=O)oc3cc(O)ccc23)cc1,14%,12%,0%,-8%[38.3 µM],-96%[inhibitor],?,0%
CCN(CC)C(=O)c1cc2c(=O)c3cc(Cl)ccc3oc2nc1C,6%[9.22 µM],1%,94%[activator],?,-54%[inhibitor],9%,9%
O=[N+]([O-])c1ccc(Cc2nnc(-c3ccc(F)cc3)o2)cc1,-20%,-3%,0%,3%,-16%,4%,-5%
O=C(Oc1ccc(/C=N/O)cc1)c1ccccc1,-5%,-16%,2%,-4%[38.3 µM],-2%,3%,13%
CN(Cc1cccs1)C(=O)c1ccc(S(=O)(=O)NCc2ccco2)cc1,-1%[9.22 µM],8%,-1%,nt,22%[10 µM],nt,-9%
Cc1cccc(NC(=S)Nc2ccc(N3CCOCC3)cc2)c1C,-12%,0%,-10%,-6%,1%[10 µM],1%,-24%
Cc1cc(C(=O)N/N=C/c2cccnc2)c(C)o1,33%,-15%,8%,-6%,3%[10 µM],7%,6%
O=C(Oc1ccc(C(=S)N2CCC(O)CC2)cc1)c1ccc(Cl)cc1,20%,4%,3%,-6%,17%,-2%,23%
O=C(O)[C@H](Cc1c[nH]c2ccccc12)N1C(=O)c2ccccc2C1=O,nt,nt,3%[14.2 µM],1%,6%[10 µM],nt,nt
COCCn1nnnc1C(c1cccs1)N1CCCC(C)C1 (configuration not stated),nt,5%,15%,5%,nt,4%,-15%
Cc1cccc(CNc2ncncc2-c2ccccc2C)c1,nt,-4%,-9%,-1%,13%,nt,nt
O=C(c1ccc2c(c1)OCO2)N1CCN(c2ccc(F)cc2)CC1,-1%,4%,6%,1%[38.3 µM],-9%,4%,-5%
CCn1nc(C(=O)OCC(=O)Nc2ncc(Cl)c(C)c2Cl)c2ccccc2c1=O,-15%,-4%,12%,-5%,12%[10 µM],-2%,-14%
CSc1ccc(/C=C/C(=O)c2ccc(O)cc2)cc1,-9%,-5%,10%,8%,-39%[10 µM],?,-9%
CCc1ccccc1OCC(=O)Nc1nc(-c2cccnc2)cs1,15%,nt,13%,23%,-21%,-5%,2%
Cc1ccc(S(=O)(=O)N2CCCC(C(=O)O)C2)s1 (configuration not stated),19%,-3%,4%,-5%[38.3 µM],-10%,-7%[15.4 µM],3%
Cn1cnnc1SCC(=O)Nc1ccc(OCc2ccccc2)cc1,-2%,-6%,4%,11%,7%[10 µM],0%,-10%
COc1ccc2nc(N)sc2c1,4%,-5%&-4%,6%&-1%,-11%,-101%&-17%[inhibitor],-2%,11%
COC(=O)c1ccc(Cn2nc(C)c([N+](=O)[O-])c2C)o1,-23%[9.22 µM],-13%,13%,22%,-39%[10 µM],14%,-12%
C/C(CCN1CCCCc2nc(C)c(C)cc21)=N\OC[C@@H](O)[C@H]1O[C@@H]2OC(C)(C)O[C@@H]2[C@H]1O,-4%,1%,4%,6%,nt,1%,9%
c1cn(CCCNc2ncnc3sc4c(c23)CCC4)cn1,-16%[9.22 µM],1%,0%,21%[38.3 µM],2%,-9%,6%
CCc1nnc(NC(=O)Nc2ccccc2OC)s1,-5%,-6%,4%,21%[38.3 µM],-7%,0%,-3%
C=CCNC(=S)Nc1ccc2nc(C)c(C)nc2c1,-23%,4%,10%,0%[38.3 µM],-28%,-7%,2%
O=C(N/N=C/c1cccnc1)C1CC1(c1ccccc1)c1ccccc1 (configuration not stated),15%,-5%,6%,9%,-15%,-6%,4%
CC1CCc2nc3ccc(S(=O)(=O)N4CCC(C(=O)N5CCCCC5)CC4)cc3c(C(=O)O)c2C1 (configuration not stated),-7%,1%,12%,7%[38.3 µM],6%,-13%,11%
CC(C)=CCN1CCN(Cc2cccn2-c2nccs2)CC1CCO (configuration not stated),-12%[9.22 µM],9%,22%,10%,-15%[10 µM],-1%,2%
O=C1N=C2SCCN2/C1=C\c1c(Cl)cccc1Cl,-1%,-7%,-5%,11%[38.3 µM],-7%,0%,-8%
CCn1c(SCc2ccc(OC)cc2)nnc1-c1ccncc1,17%,-3%,6%,11%[38.3 µM],-3%,1%,0%

An excerpt from above in order of length of the SMILES, low to high.
Molecule,HttQ103 aggreg,GAA spleen mod,RGS12 GoLoco inh,IMPase Li inh,HTT ATP protect,GAA inhib,GAA glycogen mod
CC(=O)Nc1sc(-c2ccccc2)nc1-c1ccccc1,-17%,-9%,4%,-1%,-22%,0%,4%
CCN(CC)C(=O)c1cc2c(=O)c3cc(Cl)ccc3oc2nc1C,6%[9.22 µM],1%,94%[activator],?,-54%[inhibitor],9%,9%
O=C(O)[C@H](Cc1c[nH]c2ccccc12)N1C(=O)c2ccccc2C1=O,nt,nt,3%[14.2 µM],1%,6%[10 µM],nt,nt

(list continues)
Molecule,HttQ103 aggreg,GAA spleen mod,RGS12 GoLoco inh,IMPase Li inh,HTT ATP protect,GAA inhib,GAA glycogen mod
Cc1nc2c(-c3ccccc3)c(C)nn2c(SCC(N)=O)c1Cc1ccccc1,-8%[9.22 µM],7%,-9%,nt,-13%[10 µM],nt,3%
Cc1nn(Cc2cccc(C(=O)NC34CC5CC(CC(C5)C3)C4)c2)c(C)c1Br,20µM*,-2%,7%,22%,13%[10 µM],-5%,-11%
Cc1cccc(N2CCN(c3cccc(C)c3)C2c2cccnc2)c1,-33%,-6%,-11%,52%[activator][38.3 µM],1%,-2%,-7%
CCCCOc1ccc(-c2nnc(-c3ccco3)o2)cc1,5%,3%,-1%,4%[38.3 µM],-26%,6%,3%
O=C(O)C1C2CCC(O2)C1C(=O)Nc1ccc(F)cc1 (configuration not stated),11%[9.22 µM],9%,9%,4%,-16%[1.9 µM],10%,-9%
Cc1conc1NC(c1cccs1)c1ccc2cccnc2c1O (configuration not stated),-32%,1%,17%,2%[38.3 µM],-44%[inhibitor],-6%,-2%
Cc1sc(NC(=O)CN2CCOCC2)c(C(=O)c2ccccc2)c1C,11%,-2%,14%,5%[38.3 µM],-23%,10%,?
Cc1[nH]n2c(=O)c3c(nc2c1-c1ccccc1)CCC3,-24%,-12%,3%,7%[38.3 µM],10%,2%,-1%
CCN1CCN(C(=O)C23CCC(C)(C(=O)C2Br)C3(C)C)CC1 (configuration not stated),-14%[9.22 µM],6%,-8%,nt,-13%[10 µM],nt,7%
CCOc1ncccc1C(=O)NCc1ccccc1Cl,13%,5%,0%,6%,1%[10 µM],5%,14%
Cc1ccc(C)n1-c1ccc(C(=O)NCc2cccnc2)cc1,26%,4%,3%,8%,5%[10 µM],-1%,6%
COc1ccc(N2CCN(S(=O)(=O)c3cc(C)ccc3OC)CC2)cc1,-2%,0%,-5%,7%,-13%,-2%,-10%
Brc1ccc(OCCCN2CCOCC2)cc1,-2%,0%,-12%,11%[38.3 µM],13%[10 µM],-3%,0%
CN(C(=O)COC(=O)c1cc(Br)c(Br)s1)C1CCS(=O)(=O)C1 (configuration not stated),4%,-7%,13%,2%,4%[10 µM],2%,3%
CCN1CCCC1CNC(=O)Cn1cnc2sc(C)c(S(=O)(=O)N3CCC(C)CC3)c2c1=O (configuration not stated),-3%,-7%,8%,16%,10%[10 µM],-3%,7%
Cc1cc(-c2ccc(C(=O)O)s2)cnc1N,-11%,24%,6%,-28%,-49%[inhibitor],?,-2%
COc1c(Cl)cc(Cl)cc1C(=O)Nc1ccc(NC(C)=O)cc1,-17%[9.22 µM],-2%,26%,1%,15%[10 µM],?,1%
C/C=C/C(=O)N1CC2(CC(c3cccc(NC(=O)CC(c4ccccc4)c4ccccc4)c3)=NO2)C[C@H]1C(N)=O (some centres not stated),-1%[9.22 µM],9%,2%,nt,-8%[10 µM],nt,-22%
C[C@H](CCC(=O)O)[C@H]1CC[C@H]2[C@@H]3CC[C@@H]4C[C@H](O)CC[C@]4(C)[C@H]3CC[C@]12C,nt,3%&-4%,15%&-11%,8%&4%,5%,nt,nt
CC(=O)c1ccc(Sc2ccccc2N)c([N+](=O)[O-])c1,-1%[9.22 µM],3%,9%,nt,-12%[10 µM],8%,1%
Nc1ccccc1-c1nnc(-c2ccc(-c3ccccc3)cc2)o1,0%,0%,2%,-4%[38.3 µM],-31%,?,4%
Cc1sc2ncnc(NCc3ccco3)c2c1C,16%,5%,20%,6%[38.3 µM],-16%,-10%,10%
S=C(NCCc1ccccc1)NCC1CCCO1 (configuration not stated),-8%,4%,5%,-6%,13%[0.074 µM],2%,-4%
c1cncc(-c2noc(-c3cccc4ccccc34)n2)c1,-1%,1%,-6%,33%[activator][38.3 µM],-36%,0%,0%
COc1ccc(CCN=C(N)NS(=O)(=O)c2ccccc2)cc1,?,0%,1%,4%,-39%[10 µM],1%,4%
COc1ccc(C(=O)Nc2ccc3c(c2)Cc2ccccc2-3)cc1,2%,1%,-2%,?,-5%,14%,-3%
CC12CN3CC(=O)N4CC5(C)CN(CC(C)(C4)C5=O)C(=O)CN(C1)CC(C)(C3)C2=O,-7%,-1%,nt,nt,-8%,3%,2%
COc1cc(NS(=O)(=O)c2ccc(NC(=S)NC(=O)c3cccs3)cc2)nc(OC)n1,-8%,-7%,7%,-2%,-6%[10 µM],-6%,-7%
CCN1CCN(CCCCSc2ccccc2)CC1,-11%,5%,2%,1%,16%[10 µM],-3%,7%
Cn1c2ccccc2n2c(=O)c(Cl)c(-c3ccccc3)c(C#N)c12,2%,5%,21%,1%,-6%[0.074 µM],7%,-5%
CCc1ccc(C(=O)COC(=O)c2ccc(Cl)nc2)cc1,-6%,0%,11%,3%,15%[10 µM],3%,3%
CC(C)Oc1ccc(C2CC(=O)N(c3ccc(C(=O)O)cc3)C2=O)cc1 (configuration not stated),5%[9.22 µM],-6%,4%,-4%,5%[10 µM],12%,-3%

High-throughput results: PubChem, National Center for Advancing Translational Sciences (NCATS)
